# Screening results: PubChem, National Center for Advancing Translational Sciences (NCATS)
# ERG-DNA inh – qHTS for Small Molecule Inhibitors of the ERG Ets/DNA interaction | Transcriptional regulator ERG (Homo sapiens), P11308 | fluorescence polarization, His-ERG Ets domain / labelled DNA | Potency, µM (highest dose often 76.9 µM), for inactives: top-dose FP activity, negative = inhibition, actives largely listed as inhibitors | 370,000 compounds, 0.028% hits | AID 624246, 2012; active = well fitted inhibition curve with a large enough effect in the polarisation, with a control signal flat; inconclusive = small, poorly fitted or top-dose-only effect, or effect the other way, or a change in a side signal; inactive = no such curve, though single readings can be large or run the other way; the % refers to the polarisation;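 note: polarization taken with two DNA probes labelled with fluorescein and Texas red; potency is the fitted concentration of half-maximal effect; % of control where 0% means no effect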
# Target sequence (P11308 whole entry, looked up, the tested form may be a part): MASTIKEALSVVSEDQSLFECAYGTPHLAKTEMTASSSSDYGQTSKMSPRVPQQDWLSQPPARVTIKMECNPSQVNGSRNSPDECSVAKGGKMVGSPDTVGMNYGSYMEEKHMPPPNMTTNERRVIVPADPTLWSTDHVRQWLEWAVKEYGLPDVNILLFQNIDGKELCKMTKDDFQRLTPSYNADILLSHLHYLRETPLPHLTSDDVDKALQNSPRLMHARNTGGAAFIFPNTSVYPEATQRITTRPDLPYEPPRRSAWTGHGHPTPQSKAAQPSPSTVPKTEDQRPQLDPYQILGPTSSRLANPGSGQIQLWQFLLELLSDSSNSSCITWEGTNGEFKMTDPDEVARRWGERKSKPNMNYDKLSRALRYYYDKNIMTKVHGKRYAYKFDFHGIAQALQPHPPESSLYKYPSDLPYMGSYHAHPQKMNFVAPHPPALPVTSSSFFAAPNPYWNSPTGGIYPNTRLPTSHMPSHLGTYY
#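 His-tagged ERG Ets domain (1 uM in the protein solution; 300mM KCl, 50mM Tris-HCl, 1mM EDTA, 1mM DTT, pH 7.5) received compound, then a probe mix of 5 nM fluorescein-DNA and 100nM Texas-615-DNA. Fluorescence polarization was read for both dyes.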
# PI4K2A block – qHTS for small molecular inhibitors of PI4K2A | activity change, negative = inhibition, % at 76.9 µM | Phosphatidylinositol 4-kinase type 2-alpha (Homo sapiens), Q9BTU6 | 420,000 compounds, 0.13% hits | purified PI4K2A, ADP-Glo luminescence, 1 h; active compounds read low; in the data active = activity change below about -50%; inconclusive = mostly about -30% to -49%;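 note: -100% = wells without enzyme as full effect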
#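 ADP-Glo luminescence measured ADP generated by PI4K2A enzyme (4 ug/mL before mixing) with 1.2 mM PI substrate (pre-mix) and 300 microM ATP (pre-mix). Tris pH7.5 buffer with MgCl2, Triton X-100; 1 h reaction at ambient temperature.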
# G9a block – qHTS Assay for Inhibitors of Histone Lysine Methyltransferase G9a | G9a H3K9 monomethylation, AlphaScreen, 2 h | Potency, µM (titrated, usually from 102 µM), without a hit: at the highest dose activity, negative = inhibition, hits mostly inhibitors | 350,000 compounds, 8.8% hits; note: potency is the fitted concentration of half-maximal effect; % is set by controls: 0 for no effect and ±100 for the full control effect; nearly all actives have a fitted effect of over 75% in size
#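 Quantitative HTS format: methyltransferase activity on a biotin-tagged H3K9 peptide is measured by AlphaScreen, using a rabbit anti-monomethyl-H3K9 antibody with streptavidin donor and anti-IgG acceptor beads. Final levels are 20 nM enzyme, 500 nM peptide, 20 uM SAM; 2 h RT.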
# HP1b chromo inh – HTS for Inhibitors of HP1-beta Chromodomain Interactions with Methylated Histone Tails | Potency, µM (top dose mostly 114 µM), without a hit: top-dose activity change, negative = inhibition, hits mostly inhibitors | AID 540317, 2011 | Chromobox protein homolog 1 (Homo sapiens), P83916 | 390,000 compounds, 0.56% hits | AlphaScreen HP1-beta / biotin-H3K9me3 peptide binding; note: potency is the fitted concentration of half-maximal effect; nearly all actives have a fitted effect of over 70% in size; inactives centre near 23
# Target sequence (P83916 whole entry, looked up): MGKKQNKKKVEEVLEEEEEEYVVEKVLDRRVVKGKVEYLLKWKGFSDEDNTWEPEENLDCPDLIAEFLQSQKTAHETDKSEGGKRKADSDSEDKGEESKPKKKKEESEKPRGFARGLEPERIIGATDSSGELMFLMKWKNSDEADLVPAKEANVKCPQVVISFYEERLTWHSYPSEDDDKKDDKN
#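 AlphaScreen: HP1-beta (50 nM) preformed 30 min with biotin-H3(1-18)K9me3 peptide (50 nM) in PBS pH 7.4, 0.01% Tween-20. Compound added for 30 min at RT, then streptavidin donor/nickel chelate acceptor beads (10 ug/mL) for 30 min.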
# RGS4 inh – Inhibitors of Regulator of G Protein Signaling (RGS) 4: qHTS | Regulator of G-protein signaling 4 (Homo sapiens), P49798 | 390,000 compounds, 0.039% hits | Transcreener GDP fluorescence polarization, RGS4-accelerated GTP hydrolysis | Potency, µM (series often up to 114 µM), for inactives: top-dose activity change, negative = inhibition, usual class: inhibitors; note: potency is the fitted concentration of half-maximal effect; % is set by controls: 0 for no effect and ±100 for the full control effect; nearly all actives have a fitted effect of over 75% in size; some results filed as inactive show a strong effect at the top dose
# Target sequence (P49798 whole entry, looked up): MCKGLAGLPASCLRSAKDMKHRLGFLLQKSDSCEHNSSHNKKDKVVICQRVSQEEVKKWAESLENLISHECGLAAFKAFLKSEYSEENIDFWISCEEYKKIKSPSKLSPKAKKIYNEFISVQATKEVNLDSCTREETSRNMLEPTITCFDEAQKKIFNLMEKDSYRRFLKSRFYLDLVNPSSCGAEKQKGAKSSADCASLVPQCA
#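 MLSMR compounds (23 nl, pin-transferred) preincubated 10 min at room temperature with a 500nM (2x) first reagent, then RGS4 at 900nM (2x) plus Transcreener GDP mix added; fluorescence polarization (620/688 nm) read before and after 90 min at 30 °C.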
# JMJD2A Tudor – qHTS Assay for Inhibitors of JMJD2A-Tudor Domain; Lysine-specific demethylase 4A (Homo sapiens), O75164; AlphaScreen JMJD2A-Tudor / H3K4me3 peptide binding; Potency, µM (doses to about 114 µM), for inactives: at the highest dose activity change, negative = inhibition, hits mostly inhibitors; 390,000 compounds, 4.4% hits; AID 504339, 2011; note: potency is the fitted concentration of half-maximal effect; % is set by controls: 0 for no effect and ±100 for the full control effect; nearly all actives have a fitted effect of over 50% in size
# GLS inh – qHTS for Inhibitors of Glutaminase (GLS). Glutaminase kidney isoform, mitochondrial (Homo sapiens), O94925. GLS enzymatic activity, qHTS titration. Potency, µM (series often up to 45.5 µM), for the others: top-dose activity change, negative = inhibition, hits mostly inhibitors. 410,000 compounds, 0.21% hits. AID 624170, 2012; note: potency is the fitted concentration of half-maximal effect; % is set by controls: 0 for no effect and ±100 for the full control effect
#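 Coupled fluorescence readout: glutamate oxidase/HRP/Amplex Red detect glutamate formed by hKGA from L-glutamine (1 mM solution added). Buffer 45 mM KH2PO4 pH 8.2, 0.02% Tween-20; reads at t0 and 30 min RT.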
# ALOX12 inh – Primary qHTS assay for inhibitors of human arachidonate 12S-lipoxygenase (ALOX12): Round 2. purified 12hLO, xylenol orange hydroperoxide absorbance. Polyunsaturated fatty acid lipoxygenase ALOX12 (Homo sapiens), P18054. 580,000 compounds, 1.1% hits. AID 1671190, 2021. Potency, µM (series often up to 108 µM), for inactives: top-dose activity change, negative = inhibition, hits mostly inhibitors; note: potency is the fitted concentration of half-maximal effect; % is set by controls: 0 for no effect and ±100 for the full control effect
#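 Purified human 12hLO at 150 nM in 25 mM Hepes, 0.01% Triton X-100, pH 7.0, preincubated 15 min at room temperature with compound. Reaction started with 40 uM arachidonic acid, 30 min at room temperature. Hydroperoxide measured by Fe-xylenol orange, 573/405 nm absorbance ratio.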
# BAZ2B block – qHTS Assay for Inhibitors of BAZ2B; Bromodomain adjacent to zinc finger domain protein 2B (Homo sapiens), Q9UIF8; AlphaScreen BAZ2B-H3K14Ac peptide displacement; Potency, µM (titrated, usually from 114 µM), without a hit: top-dose activity change, negative = inhibition, most hits filed as inhibitors; 360,000 compounds, 4.4% hits; AID 504333, 2011; note: potency is the fitted concentration of half-maximal effect; % is set by controls: 0 for no effect and ±100 for the full control effect; nearly all actives have a fitted effect of over 60% in size
#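 AlphaScreen displacement of biotin-H3(5-23)K14Ac peptide (50 nM final) from BAZ2B (50 nM final) in PBS pH 7.4, 0.01% Tween-20; complex preformed 30 min RT, then compounds (top 110 uM) 30 min RT, beads 20 min dark.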
# * = called active by the depositor; u = inconclusive; x = no result given; & = joins results of further samples; [ ] = remark or other dose. Unless noted, calls come from the whole dose curve; as a rule, active = well fitted curve in the direction sought with a large enough effect; inconclusive = small, poorly fitted or top-dose-only effect, or another doubt; inactive = no such curve, though single readings can be large; an effect the other way counts as inactive or inconclusive.
ERG-DNA inh	PI4K2A block	G9a block	HP1b chromo inh	RGS4 inh	JMJD2A Tudor	GLS inh	ALOX12 inh	BAZ2B block	Compound
12%	4	-17%[59 µM]	36%	-2%	-2%	15%	3%	1%	COc1ccccc1OCc1ccc(C(=O)OCC2CCCO2)o1 (stereo not drawn)
13%	6	-6%[59 µM]	7%	11%	-18%	5%	u	-1%	Cc1ccc(N2C(=O)NC(NC(=O)c3ccc(Cl)cc3)(C(F)(F)F)C2=O)cc1 (stereo not drawn)
0%	-3	5%[59 µM]	10%	-19%	-16%	0%	-6%	4%	CCCn1c2ccccc2c2cnn(CC(=O)NCCc3ccc(OCC)cc3)c(=O)c21
2%	3	-6%	38%	-25%	-3%	-15%	-5%	-8%	CN1CC(=O)N(CC(=O)Nc2ccc3c(c2)CCC3)C1=O
24%	7	-6%	28%	-7%	0%	-6%	-7%	-3%	O=C(Nc1ccncc1)C1CC(=O)N(c2ccc(F)cc2)C1 (stereo not drawn)
0%	5	-8%[12.7 µM]	24%	-25%	-2%	-4%	0%	5%	O=C(N1CCCCC1)N1CCN(c2ccc(Cl)cc2)CC1
-1%	0	1%[59 µM]	-1%	-18%	-15%	4%	-21%	-25%	COc1cc(C2CC(=O)Nc3c2c(=O)[nH]c2nc4ccccc4n32)ccc1O (stereo not drawn)
11%	1	u	14%	-10%	-16%	8%	-6%	6%	CCCCSC(=S)NC1CCS(=O)(=O)C1 (stereo not drawn)
4%	-1	-28%[59 µM]	45%	0%	-20%	7%	u	-36%	COc1ccc(C2C(C(=O)Nc3ccccc3)=C(C)Nc3nc(-c4ccc(Cl)cc4)nn32)cc1 (stereo not drawn)
6%	3	-22%[59 µM]	10%	28%	-21%	-5%	-9%	-15%	CCc1ccc(NC(=O)Cn2c(=O)oc3cc(S(=O)(=O)NCc4ccccc4)ccc32)cc1
x	-4	8%	18%	5%	-20%	16%	5%	5%	COc1ccc(OC)c(C(C)NC(=O)c2ccco2)c1 (stereo not drawn)
-7%	2	6%[59 µM]	9%[57 µM]	-15%	-15%	0%	-18%	1%	CCOc1ccccc1C(=O)Nc1ccc(S(=O)(=O)N2CCCCC2c2cccnc2)cc1 (stereo not drawn)
-9%	-5	-19%[2.33 µM]	27%	-14%	-4%	1%	u	-15%	COc1cccc2cc(C(=O)NCc3ccc(C)cc3)c(=O)oc12
0%	5	-4%[59 µM]	41%	-26%	9%	1%	14%[57.4 µM]	x	COCCN(C(=O)C(C)C)c1nnc(-c2cccc(C)c2)s1
x	0	13%[59 µM]	13%	-25%	-24%	7%	10%	-12%	COc1ccc(C(=O)CSc2nc3ccccc3n2CC(=O)c2ccccc2)cc1
-6%	2	15%	25%	-4%	6%	-5%	2%&2%	-11%	COc1ccc(C(=O)Nc2ccc(Cl)cc2C(=O)N2CCOCC2)cc1
0%	7	42%	23%	-10%	2%	-5%	6%	-5%	Cc1ccc(S(=O)(=O)CCC(=O)N(C)C2CCCCC2)cc1
-20%	-2	-3%[12.7 µM]	21%	2%	-16%	27%	2%	-4%	CC1CC1C(=O)OCC(=O)NNC(=O)c1ccc([N+](=O)[O-])cc1 (stereo not drawn)
2%	1	6%	4%	12%	-28%	21%	-12%	-10%	Cn1c(CC(=O)Nc2ccc(Cl)c(Cl)c2)nnc1SCC(=O)N1CCN(c2ccccc2)CC1
-2%	3	x	38%	5%	3%	-1%	-6%	7%	CCc1cc2cccc(C)c2nc1SCC(=O)Nc1cc(C)on1
-15%	-1	x	43%[activator]	-28%	18%	-8%	0%	4%	CCOc1ccc(Cn2c(=O)sc3ccccc32)cc1OC
-1%	1	-34%	-2%	-35%	-15%	5%	-10%	-15%	Cc1ccc(/C=C2\NC(=S)NC2=O)cc1[N+](=O)[O-]
21%	0	x	33%	20%[11.4 µM]	-27%	8%	-5%	u	COc1ccc(OC)c(NC(=O)CCc2nnc3ccc(N4CCC(C)CC4)nn23)c1
20%	2	-30%	25%	-4%	-13%	4%	2%	-23%	COc1ccc(CC(=O)NCc2ccc3c(c2)cc(C)n3C)cc1
1%	-6	6%[59 µM]	30%	13%	-9%	1%	4%	6%	COc1cccc(OC)c1C(=O)Nc1ccc(CN2CCCCC2)cc1
-5%	-2	x	32%	6%	-10%	1%	11%	x	CCN(C[C@H]1N[C@@](Cc2ccccc2)(C(=O)OC)[C@H]2C(=O)N(Cc3ccccc3)C(=O)[C@@H]12)C(=O)NC(C)C
2%	-2	35%	22%	3%	0%	-1%	0%	-3%	COc1cc(C(=O)NCCCOC(C)C)ccc1OC1CCN(C(C)=O)CC1
-1%	-1	-3%[59 µM]	30%	6%	-15%	-7%	5%	-34%	CCOc1ccc(N(CC)S(=O)(=O)N2CCCC(C(=O)Nc3ccc(C(C)=O)cc3)C2)cc1 (stereo not drawn)
-1%	3	-4%[59 µM]	5%	7%	-15%	5%	-11%	2%	CC(C)Cn1c(=O)c2ccccc2n2c(CCC(=O)NC(C)c3ccccc3)nnc12 (stereo not drawn)
13%	0	x	23%	2%	-34%	1%	337%[activator]	x	COc1ccc(C(CNC(=O)c2cccc(S(=O)(=O)Nc3ccc(Br)cc3)c2)N(C)C)cc1 (stereo not drawn)
6%	-18	21%[59 µM]	27%	-3%	-8%	19%	403%[activator]	3%	CC(=O)ON1C(C)(C)Cc2noc(N)c2C1(C)C
2%	-2	0%[59 µM]	64%[activator]	-8%	3%	-5%	-6%	1%	CCn1cc(S(=O)(=O)c2ccc(C)cc2)c(=O)c2cc(F)c(N3CCCCCC3)cc21
5%	-1	-48%	8%	11%	-9%	1%	u	9%	CN(C(=O)COC(=O)c1ccc(Cl)s1)C1(C#N)CCCCC1
7%	-2	22%[59 µM]	33%	13%	3%	5%	0%	-3%	CS(=O)(=O)N(CC(N)=O)c1cccc(Br)c1
7%	0	31%[59 µM]	31%	6%	-17%	1%	0%	-7%	COc1ccccc1CCC(=O)N(C)C1CCCN(Cc2ccccc2F)C1 (stereo not drawn)
-12%	-3	-16%	32%	-21%	-5%	0%	-16%	-13%	COC(=O)c1ccccc1NC(=O)C(C)n1nc(C)c2c(C)n(-c3ccccc3)nc2c1=O (stereo not drawn)
2%	-1	4%	23%	15%	7%	1%	52%[activator]	0%	CC(=O)C1=C(O)CC(C)(C)CC1=NCCc1nc2ccccc2[nH]1
-3%	-2	13%	46%[activator]	-10%	-32%	-20%	x	-2%	Cc1cc(C)nc(NS(=O)(=O)c2ccc(NC(=O)c3cc4c(=O)n5cccc(C)c5nc4n3C)cc2)n1
17%	3&1&-1	-7%[59 µM]	28%	0%[56.9 µM]	-5%	-6%&-16%	-1%	-15%	CCCCNC(=O)NS(=O)(=O)c1ccc(C)cc1
5%	-2	-21%	-2%	11%	-16%	12%	-7%	4%	CCCN1CCN(C(=O)CCNC(=O)Cn2cnc3ccccc3c2=O)CC1
8%	1	20µM*	12%	-10%	-13%	-2%	5%	-8%	O=C(Nc1ccc2oc(-c3cccnc3)nc2c1)c1ccc(Br)o1
2%	1	10%	43%[activator]	9%	2%	15%	5%	-4%	C=CCOc1ccc2nnc(C)n2n1
-4%	-5	11%[59 µM]	60%[activator]	-18%	37%[activator]	-2%	4%	17%	CSc1ccc(-c2cc(=O)c3ccccc3o2)cc1
-1%	-9	3%[59 µM]	18%	22%	-15%	24%	-23%	-1%[57.1 µM]	CCOC(=O)c1cc(OC(=O)c2cc(OC)cc(OC)c2)n(-c2ccccc2)n1
3%	-8	-44%[59 µM]	22%	-13%	50µM*	6%	41%[activator]	20µM*	Nc1nc(N)nc(-c2ccccn2)n1
-12%	-2	2%[12.7 µM]	29%	-16%	-1%	-2%	173%[activator]	16%	CCOc1cc(C(=O)Nc2cc(OC)cc(OC)c2)ccc1OCC(=O)N1CCOCC1
-12%	0	u	25%	10%	-16%	1%	324%[activator]	2%	CCCCNC(=O)Nc1c(C(=O)OC)[nH]c2ccc(C)cc12

# In the list so far, two have a nitro group on carbon.
ERG-DNA inh	PI4K2A block	G9a block	HP1b chromo inh	RGS4 inh	JMJD2A Tudor	GLS inh	ALOX12 inh	BAZ2B block	Compound
-20%	-2	-3%[12.7 µM]	21%	2%	-16%	27%	2%	-4%	CC1CC1C(=O)OCC(=O)NNC(=O)c1ccc([N+](=O)[O-])cc1 (stereo not drawn)
-1%	1	-34%	-2%	-35%	-15%	5%	-10%	-15%	Cc1ccc(/C=C2\NC(=S)NC2=O)cc1[N+](=O)[O-]

# This is a subset; count on the stated rates, not on these rows.
